BLM inh = blocks DNA unwinding by human BLM helicase; AID 2528; Potency, µM (top dose mostly 56.1 µM), for inactives: top-dose activity change, negative = inhibition, hits mostly inhibitors; actives 0.2% (n = 350,000); recombinant BLM DNA unwinding, fluorescence dequenching;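 note: plate controls were vehicle for no effect and no enzyme for full effect; nearly all actives have a fitted effect of over 35% in size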
BAZ2B inh = inhibitors of human BAZ2B bromodomain; Q9UIF8; AlphaScreen BAZ2B-H3K14Ac peptide displacement; Potency, µM (series often up to 114 µM), without a hit: at the top dose activity change, negative = inhibition, actives largely listed as inhibitors; actives 4.4% (n = 360,000); AID 504333; note: % is set by controls: 0 for no effect and ±100 for the full control effect; nearly all actives have a fitted effect of over 60% in size
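BAZ2B 50 nM plus b-H3(5-23)K14Ac 50 nM, PBS pH 7.4/0.01% Tween-20, 30 min RT; compound added (max 110 uM), 30 min RT; streptavidin donor/Ni-chelate acceptor beads 10 ug/mL final, 20 min dark; AlphaScreen read.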
POLI inh = blocks human DNA polymerase iota activity; Pol iota fluorescent replication assay, 10 min; actives 1% (n = 390,000); AID 588590; Q9UNA4; Potency, µM (highest dose often 115 µM), for the others: at the highest dose activity, negative = inhibition, hits mostly inhibitors
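Fluorescent replication assay read twice, at 0 min and 10 min after adding 50 nM (final) substrate. Enzyme (10 nM) and compounds were first incubated 15 min at room temperature; enzyme-free buffer wells were negative controls.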
GLS inh = inhibitors of human glutaminase (GLS). actives 0.21% (n = 410,000). Potency, µM (top dose mostly 45.5 µM), inactives show at the highest dose activity change, negative = inhibition, usual class: inhibitors. AID 624170. GLS enzymatic activity, qHTS titration. O94925; note: % is set by controls: 0 for no effect and ±100 for the full control effect
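Coupled fluorescence readout: glutamate oxidase/HRP/Amplex Red detect glutamate formed by hKGA from L-glutamine (1 mM solution added). Buffer 45 mM KH2PO4 pH 8.2, 0.02% Tween-20; reads at t0 and 30 min RT.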
G9a block = blocks human histone lysine methyltransferase G9a | Q96KQ7 | G9a H3K9 monomethylation, AlphaScreen, 2 h | Potency, µM (doses to about 102 µM), without a hit: at the top dose activity, negative = inhibition, most hits filed as inhibitors | actives 8.8% (n = 350,000) | AID 504332; note: % is set by controls: 0 for no effect and ±100 for the full control effect; nearly all actives have a fitted effect of over 75% in size
Target sequence (Q96KQ7 913-1193 limits assumed): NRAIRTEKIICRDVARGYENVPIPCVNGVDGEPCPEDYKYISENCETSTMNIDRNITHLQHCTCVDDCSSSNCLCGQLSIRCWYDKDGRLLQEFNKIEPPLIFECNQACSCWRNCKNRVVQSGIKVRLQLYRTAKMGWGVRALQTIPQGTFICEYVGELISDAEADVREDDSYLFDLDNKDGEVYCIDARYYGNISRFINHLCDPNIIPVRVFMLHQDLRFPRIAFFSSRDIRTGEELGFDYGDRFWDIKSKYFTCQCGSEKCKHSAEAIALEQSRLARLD
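Enzyme 20 nM + cpd, 15 min RT; add b-H3K9 pep 500 nM / SAM 20 uM; 2 h RT; anti-H3K9me1 Ab 0.5 ug/mL + SA donor / anti-rabbit acceptor beads 20 ug/mL each, 10 min; AlphaScreen read.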
HP1b chromo inh = inhibitors of HP1-beta chromodomain binding to methylated histone tails; AlphaScreen HP1-beta / biotin-H3K9me3 peptide binding; Potency, µM (top dose mostly 114 µM), inactives show at the top dose activity change, negative = inhibition, usual class: inhibitors; actives 0.56% (n = 390,000); AID 540317; note: nearly all actives have a fitted effect of over 70% in size; inactives centre near 23
Target sequence (P83916 whole entry, looked up): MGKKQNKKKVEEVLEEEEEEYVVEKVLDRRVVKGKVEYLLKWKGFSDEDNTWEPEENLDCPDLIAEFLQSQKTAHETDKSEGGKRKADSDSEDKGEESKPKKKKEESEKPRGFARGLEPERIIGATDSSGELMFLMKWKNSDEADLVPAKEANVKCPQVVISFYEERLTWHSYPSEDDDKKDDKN
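HP1-beta protein (50 nM final) preincubated 30 min at room temperature with biotinylated H3(1-18)K9me3 peptide (50 nM) in PBS pH 7.4, 0.01% Tween-20, then compound added for 30 min. AlphaScreen streptavidin donor/nickel chelate acceptor beads (10 ug/mL final), 30 min dark, luminescence read.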
Tb PGK inh = T. brucei PGK inhibition; PGK/GAPDH coupled, Kinase-Glo luminescence, 60 min; Potency, µM (series often up to 57.5 µM), for inactives: at the highest dose activity change, negative = inhibition, actives largely listed as inhibitors; actives 0.043% (n = 380,000); AID 602233; note: % is set by controls: 0 for no effect and ±100 for the full control effect; nearly all actives have a fitted effect of over 60% in size
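Luminescent ATP detection (Kinase-Glo Plus) follows a 60-minute room-temperature incubation, with wells lacking PGK as controls. Buffer: 100 mM TEA (pH 7.6), 5 mM MgCl2, 0.01% Tween-20. Coupling enzyme GAPDH (100 nM final) supplies unstable 1,3-BPG in-well.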
Pin1 inh = human Pin1 inhibition. Q13526. Pin1 FP peptide displacement, HiFluor488, 10 min. Potency, µM (top dose mostly 115 µM), for inactives: at the top dose activity, negative = inhibition, most hits filed as inhibitors. actives 0.009% (n = 390,000). AID 504891; active = well fitted inhibition curve with a large enough effect in the polarisation, with a control signal flat, not every such curve was filed as active; inconclusive = small, poorly fitted or top-dose-only effect, or effect the other way, or a change in a side signal; inactive = no such curve, though single readings can be large or run the other way; the % refers to the polarisation; note: % is set by controls: 0 for no effect and ±100 for the full control effect
Target sequence (Q13526 whole entry, looked up): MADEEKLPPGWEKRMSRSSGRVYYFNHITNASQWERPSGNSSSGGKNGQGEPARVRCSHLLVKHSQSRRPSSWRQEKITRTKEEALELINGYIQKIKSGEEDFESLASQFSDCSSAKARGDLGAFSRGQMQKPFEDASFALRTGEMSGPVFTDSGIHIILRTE
JMJD2A Tudor inh = JMJD2A Tudor domain (human) inhibition. AID 504339. O75164. actives 4.4% (n = 390,000). AlphaScreen JMJD2A-Tudor / H3K4me3 peptide binding. Potency, µM (doses to about 114 µM), without a hit: at the highest dose activity change, negative = inhibition, hits mostly inhibitors; note: % is set by controls: 0 for no effect and ±100 for the full control effect; nearly all actives have a fitted effect of over 50% in size
Active calls of the source: *; i = inactive; ? = inconclusive; . = not tested or not shown; [ ] = remark or other dose. Unless noted, calls come from the whole dose curve; as a rule, active = well fitted curve in the direction sought with a large enough effect; inconclusive = small, poorly fitted or top-dose-only effect, or another doubt; inactive = no such curve, though single readings can be large; an effect the other way counts as inactive or inconclusive. Potency is the fitted concentration of half-maximal effect. Some of the compounds tested. The share of hits here may be higher or lower than overall.

entry	SMILES	BLM inh	BAZ2B inh	POLI inh	GLS inh	G9a block
1	COc1ccc(O)c(C(=O)c2cc(C#N)c(=O)n(Cc3ccccc3)c2)c1	-8%	?	78%[activator]	-13%	10%[59 µM]
2	COc1ccc(/C=C/c2c([N+](=O)[O-])c(=O)n(C)c(=O)n2C)c(OC)c1OC	1%	-24%	35%[activator]	-1%	-22%
3	Cc1ccc(NC(=O)CN(C)C2CCCCC2)cc1Br	0%	50µM*	29%	-6%	25%[0.501 µM]
4	O=C(CNS(=O)(=O)c1cccs1)NCc1ccc(F)cc1	-1%	-14%	13%	11%	-6%
5	O=C(CNC(=O)c1nn(Cc2ccccc2)c(=O)c2ccccc12)Nc1ccc(F)c(F)c1F	.	.	12%	-15%	.
6	COc1ccc(N2CCN(C(=O)COc3ccc4c(C)cc(=O)oc4c3)CC2)cc1	2%	.	93%[activator]	-28%	?
7	Cc1ccc2c(CN3CCN(S(=O)(=O)c4ccccc4C(F)(F)F)CC3)cc(=O)oc2c1	.	8%	?	5%	-13%[12.7 µM]
8	O=S1(=O)N=C(N/N=C/c2ccccn2)c2ccccc21	-12%	35µM*	2%	15%	16%
9	Cc1ccc(C(C)C)cc1OCC(=O)N1CCN(C(=O)c2ccco2)CC1	.	7%	33%[activator]	14%	23%[0.501 µM]
10	CC(C)CC(=O)NC(=S)Nc1cccc2nsnc12	-12%	-12%	36%[activator]	-5%	35µM*
11	O=C(C[n+]1ccc(Cc2ccccc2)cc1)Nc1ccccc1	-1%	-14%	77%[activator]	-1%	-37%
12	O=C(O)c1ccc(COc2ccc3c4c(c(=O)oc3c2)CCC4)o1	-12%	?	?	13µM*	40µM*
13	COc1ccc(-c2cc(=O)c3c(O)c(OC)c(OC)c(OC)c3o2)cc1	0%	.	-5%	11%	.
14	COc1cccc(C(=O)OC(C)CN2CCCC2)c1 (stereo unspecified)	4%	-2%	-6%	0%	9%[59 µM]
15	COc1ccccc1/C=C/[C@@H]1C[C@H]2CN(Cc3cccc(Cl)c3)C(=O)[C@]23CCCN13	-5%	-32%	-9%	0%	-37%

entry	HP1b chromo inh	Tb PGK inh	Pin1 inh	JMJD2A Tudor inh
1	-1%	i	-2%	?
2	-18%	-6%	1%	-9%
3	?	i	-1%	18µM*
4	12%	-3%	4%	-8%
5	14%[57 µM]	-5%	3%	-12%
6	15%	-5%	-3%	-22%
7	45%[activator]	i	21%	-8%
8	35%	6%	8%	79µM*
9	28%	6%	-6%	-16%
10	41%[activator]	-10%	30%[activator]	-13%
11	-12%	-4%	1%	-9%
12	-22%	?	?	?
13	17%	-1%	0%	-24%
14	16%	-6%	4%	16%
15	-27%	-5%	18%	?

The results go on:
entry	SMILES	BLM inh	BAZ2B inh	POLI inh	GLS inh	G9a block
16	COc1ccc(CC(NC(C)=O)C(=O)NC2CCN(C(=O)c3ccccc3F)CC2)cc1 (stereo unspecified)	1%	-2%	143%[activator]	-11%	20%[59 µM]
17	O=C(Nc1ccccc1C(=O)Nc1ccccc1)c1ccccc1F	-6%	-7%	16%	0%	-1%
18	Cc1ccc(/C=N/NC(=O)c2cc(C)oc2C)o1	-1%	-3%	-3%	-2%	-8%[59 µM]
19	Cc1ccc(N2CC(NC(=O)C(=O)c3c(C)[nH]c4ccccc34)CC2=O)cc1C (stereo unspecified)	.	-20%	-5%	-7%	?
20	CS(=O)(=O)c1ccc(NCCc2ccccn2)c([N+](=O)[O-])c1	-2%	-7%	32%[activator]	6%	-1%
21	O=C(O)CCCCCNC(=O)CCn1nnc2ccccc2c1=O	-3%	3%	-5%	8%	10%
22	COc1ccc(NS(=O)(=O)c2cccc(C(=O)N/N=C/c3cn(-c4ccccc4)nc3-c3ccc(OC)cc3)c2)cc1	-5%	-10%	-4%	-1%	26%[12.7 µM]
23	Cc1nc(NC(=O)CCc2ccccc2)ccc1Br	-14%	1%	-1%	-21%	0%[59 µM]
24	O=C(NNS(=O)(=O)c1ccccc1)c1ccccc1-n1cccc1	0%	-8%	74%[activator]	24%	.
25	CCOC(=O)[C@H]1[C@H]2COc3ccc(Cl)cc3[C@@H]2N2C(=O)CN(Cc3ccc(Cl)cc3)C(=O)[C@@]12C	.	1%	15%	4%	-3%[0.501 µM]
26	CN(C)/C=N/C(=S)Nc1ccccc1F	-20%	-6%	-9%	-5%	7%[12.7 µM]
27	CN(CC(=O)Nc1ncn[nH]1)S(=O)(=O)c1ccc(Br)cc1	-2%	?	19%	3%	2%
28	CCOC(=O)Nc1ccc2c(c1)N(C(=O)CN1CCN3CCCC3C1)c1ccccc1CC2 (stereo unspecified)	-2%	71µM*	10%	1%	-16%[59 µM]
29	COc1ccc(S(=O)(=O)Nc2ccc(NC(C)=O)cc2)cc1Cl	0%	-12%	78%[activator]	0%	-11%
30	Cc1ccc(-c2cn(-c3cccc(Cl)c3)c(S(=O)(=O)CC(=O)Nc3cccc(C)c3)n2)cc1	-8%	-23%	71µM*	-4%	?

entry	HP1b chromo inh	Tb PGK inh	Pin1 inh	JMJD2A Tudor inh
16	11%	-8%	-13%	-11%
17	32%	-4%	-1%	2%
18	8%	i	-4%	-22%
19	16%	-9%	-9%	-24%
20	-12%	-2%	-6%	-18%
21	9%	-3%	4%	-31%
22	39%[activator]	-10%	3%	-6%
23	52%[activator]	0%	-8%	19%
24	12%	-7%	-8%	-25%
25	32%	5%	0%	-16%
26	19%	-6%	-12%	8%
27	13%	16%	-2%	?
28	12%	-2%	-5%	-31%
29	25%	-5%	-2%	-12%
30	15%	-7%	?	-35%

(next part)
entry	SMILES	BLM inh	BAZ2B inh	POLI inh	GLS inh	G9a block
31	COc1ccc(C(=O)NCc2ccc(C(=O)O)o2)cc1	-5%	-3%	?	16%	-11%[59 µM]
32	Cc1ccc(C(=O)NC(=S)NNC(=O)c2cccc([N+](=O)[O-])c2)cc1	-5%	12%	38%[activator]	28%	.
33	O=C(COc1cccnc1[N+](=O)[O-])c1c[nH]c2ccccc12	-9%	-8%	-18%	0%	?
34	O=C(NCc1cccnc1)Nc1cccc(Cl)c1	2%	-4%	-4%	8%	0%
35	CC(=O)CSc1nc(C(F)(F)F)cc(=O)n1-c1ccccc1	-1%	-3%	22%	12%	-30%[12.7 µM]
36	O=C(c1ccccc1)c1ccc2nc(N3CCN(c4ccc(F)cc4)CC3)c3nncn3c2c1	-2%	-8%	0%	3%	-8%[59 µM]
37	CCC1(CC)NC(=O)N(CC(=O)N2CCN(c3ccccc3F)CC2)C1=O	.	5%	2%	-4%	5%[12.7 µM]
38	COc1ccc(N2CC(O)=C(c3nc(-c4ccc(Br)cc4)cs3)C2=N)cc1	1%	-14%	-3%	1%	5%
39	COc1ccc(C2/C=C\CN(C(=O)c3ccccc3)CC(=O)N2Cc2cccc(F)c2)cc1 (stereo unspecified)	.	.	-10%	18%	.
40	CC(C)/C=N/NC(=O)c1ccc(Cl)cc1	5%	3%	5%	?	6%[59 µM]
41	COc1cc(C(c2c(C)[nH][nH]c2=O)c2c(C)[nH][nH]c2=O)ccc1OCc1ccc([N+](=O)[O-])cc1	-27%	-34%	?	27%	?
42	COc1ccc(/C=N/NC(=O)c2cc(C)oc2C)cc1OC	-2%	-5%	-13%	-7%	3%

entry	HP1b chromo inh	Tb PGK inh	Pin1 inh	JMJD2A Tudor inh
31	46%[activator]	6%	-2%	5%
32	14%	1%	-7%	-12%
33	12%	-3%	0%	-21%
34	25%	-2%	-3%	-10%
35	35%	-5%	0%	-3%
36	21%	9%	3%	-17%
37	40%[activator]	-9%	-3%	9%
38	29%	-5%	5%	-10%
39	14%	-5%	1%	-18%
40	19%	.	-3%	?
41	-16%	7%	0%	?
42	34%	-10%	-11%	-24%

Shown with values ahead of the structure: part of the list above
entry | BLM inh | BAZ2B inh | POLI inh | GLS inh | G9a block | HP1b chromo inh | Tb PGK inh | Pin1 inh | JMJD2A Tudor inh | SMILES
5 | . | . | 12% | -15% | . | 14%[57 µM] | -5% | 3% | -12% | O=C(CNC(=O)c1nn(Cc2ccccc2)c(=O)c2ccccc12)Nc1ccc(F)c(F)c1F
6 | 2% | . | 93%[activator] | -28% | ? | 15% | -5% | -3% | -22% | COc1ccc(N2CCN(C(=O)COc3ccc4c(C)cc(=O)oc4c3)CC2)cc1
7 | . | 8% | ? | 5% | -13%[12.7 µM] | 45%[activator] | i | 21% | -8% | Cc1ccc2c(CN3CCN(S(=O)(=O)c4ccccc4C(F)(F)F)CC3)cc(=O)oc2c1
8 | -12% | 35µM* | 2% | 15% | 16% | 35% | 6% | 8% | 79µM* | O=S1(=O)N=C(N/N=C/c2ccccn2)c2ccccc21
9 | . | 7% | 33%[activator] | 14% | 23%[0.501 µM] | 28% | 6% | -6% | -16% | Cc1ccc(C(C)C)cc1OCC(=O)N1CCN(C(=O)c2ccco2)CC1
10 | -12% | -12% | 36%[activator] | -5% | 35µM* | 41%[activator] | -10% | 30%[activator] | -13% | CC(C)CC(=O)NC(=S)Nc1cccc2nsnc12
11 | -1% | -14% | 77%[activator] | -1% | -37% | -12% | -4% | 1% | -9% | O=C(C[n+]1ccc(Cc2ccccc2)cc1)Nc1ccccc1
12 | -12% | ? | ? | 13µM* | 40µM* | -22% | ? | ? | ? | O=C(O)c1ccc(COc2ccc3c4c(c(=O)oc3c2)CCC4)o1
13 | 0% | . | -5% | 11% | . | 17% | -1% | 0% | -24% | COc1ccc(-c2cc(=O)c3c(O)c(OC)c(OC)c(OC)c3o2)cc1

Compound activity (PubChem)
